# Screening results as filed in PubChem BioAssay.
# TRPC4 agonist – TRPC4 (mouse) channel activation; Q9QUQ5; HEK293 TRPC4beta/mu-opioid, Fluo4 calcium fluorescence; stronger effect = higher value; B-score at 10 µM; 310,000 compounds, 0.49% hits;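 active means B-score above 5 SD of library B-scores, and initial fluorescence ratio not above library mean plus 5 SD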;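 further: positive B-score marks a calcium rise read as TRPC4 activation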
# Target sequence (Q9QUQ5 whole entry, looked up): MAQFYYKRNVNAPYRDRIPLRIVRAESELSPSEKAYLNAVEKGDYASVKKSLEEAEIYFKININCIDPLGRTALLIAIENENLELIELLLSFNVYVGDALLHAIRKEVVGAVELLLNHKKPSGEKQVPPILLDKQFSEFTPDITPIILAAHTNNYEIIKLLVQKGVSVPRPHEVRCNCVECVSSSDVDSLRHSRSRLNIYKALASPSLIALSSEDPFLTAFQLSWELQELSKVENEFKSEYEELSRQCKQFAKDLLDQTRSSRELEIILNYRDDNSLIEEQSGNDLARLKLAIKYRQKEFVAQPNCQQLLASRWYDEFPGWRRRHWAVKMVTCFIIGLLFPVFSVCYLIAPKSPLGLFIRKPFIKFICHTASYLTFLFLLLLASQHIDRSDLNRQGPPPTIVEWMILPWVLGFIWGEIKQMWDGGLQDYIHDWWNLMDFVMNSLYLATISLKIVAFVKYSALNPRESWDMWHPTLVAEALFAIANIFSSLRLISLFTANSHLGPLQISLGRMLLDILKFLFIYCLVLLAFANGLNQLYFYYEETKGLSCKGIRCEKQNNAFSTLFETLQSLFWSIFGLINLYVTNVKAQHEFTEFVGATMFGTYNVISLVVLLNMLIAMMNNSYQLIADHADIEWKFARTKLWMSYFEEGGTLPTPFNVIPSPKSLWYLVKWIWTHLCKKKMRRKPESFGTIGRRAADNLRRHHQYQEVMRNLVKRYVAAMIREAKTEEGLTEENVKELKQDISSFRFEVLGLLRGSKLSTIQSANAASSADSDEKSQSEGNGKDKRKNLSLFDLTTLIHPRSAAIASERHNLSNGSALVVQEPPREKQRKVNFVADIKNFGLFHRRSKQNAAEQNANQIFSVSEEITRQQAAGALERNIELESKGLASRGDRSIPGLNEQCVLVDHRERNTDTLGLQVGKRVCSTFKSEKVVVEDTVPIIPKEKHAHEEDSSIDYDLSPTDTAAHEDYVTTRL
#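 Assay system: HEK293 stable line with TRPC4beta plus mu-opioid receptor. Times: dye 45 min RT, read 110 s. Measured by: kinetic Fluo4 calcium fluorescence. Measure: B score of integrated ratio. Controls: assay buffer as low control, maximal DAMGO as high control.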
# SKKanGAS inh – inhibitors of SKKanGAS S. pyogenes growth in kanamycin (SK-promoter or general growth effect); BacTiter-Glo, 6 h; inhibition, % at 7.5 µM; 300,000 compounds, 1.3% hits; AID 1662;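 active means mean replicate score, as percent of positive control median, at least 50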;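 further: strain carries kanamycin resistance gene driven by streptokinase promoter and grows in 40 µg/ml kanamycin; loss of luminescence reflects streptokinase promoter inhibition or plain growth inhibition; 0% = median of DMSO wells and 100% = positive control at its reference dose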
# IEC-6 cytotox – counter-screen for KLF5 inhibitors: cytotoxicity in IEC-6 cells; IEC-6 cytotoxicity, luminescence viability; inhibition, % at 5 µM; 290,000 compounds, 0.78% hits; AID 1825; in the data active means inhibition above about 22%;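 further: 0% = plate median of test compound wells and 100% = cytotoxic reference compound wells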
# aSyn 5UTR inh – MLPCN primary screen, SNCA 5' untranslated region. alpha-synuclein 5'UTR reporter, inhibitor activity. inhibition, % (tested at 7.5 µM). 300,000 compounds, 0.82% hits. AID 1813; in the data active means inhibition above about 60%;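 further: H4 neuroglioblastoma cells stably carrying SNCA 5'UTR luciferase fusion; 0% = DMSO wells and 100% = positive control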
# MrgX1 antagonist – antagonists of human MrgX1 receptor; Q96LB2; MRGX1-HEK293 calcium flux, Fluo-4, BAM8-22 antagonism; stronger effect = lower value; B-score at 10 µM; 310,000 compounds, 1.3% hits; AID 588676;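 active means calcium-response B-score plate-corrected more than 3 library SD below zero, starting fluorescence within 5 deviations, no agonist response on first addition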;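 further: peak minus trough fluorescence over baseline after final BAM8-22 challenge near maximal dose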
# KLF5 inh – suppresses KLF5 promoter-driven expression; DLD-1 KLF5 promoter-luciferase reporter, luminescence; inhibition, % at 5 µM; 290,000 compounds, 0.23% hits;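 active means inhibition above a per-plate limit of that plate's mean compound inhibition plus 3 SD, cut at about 60% in these data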;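 further: 0% = DMSO wells and 100% = LY294002 at 200 µM; higher means less KLF5 promoter-driven luciferase light; inactives centre near -14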
# TRPC6 activator – activates the mouse TRPC6 cation channel; Q61143; HEK293-TRPC6 membrane potential dye fluorescence; stronger effect = higher value; B-score at 10 µM; 310,000 compounds, 0.13% hits; AID 2550;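 active means B-score of the integrated fluorescence ratio above library mean plus 3 SD, and starting fluorescence ratio within library mean plus 5 SD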;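 further: higher score means more depolarization so channel activation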
# TRPC4 block – TRPC4 (mouse) channel inhibition; Q9QUQ5; 300,000 compounds, 0.39% hits; HEK293 TRPC4beta/mu-opioid, DAMGO-evoked Fluo4 calcium flux; stronger effect = lower value; B-score at 10 µM;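 active means B-score over 3 SD under the library average, no early fluorescence shift, positive overall ratio signal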
#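 Assay system: HEK293 cells with stable TRPC4beta plus mu-opioid receptor expression; Probe or stimulus: DAMGO in two steps, submaximal then maximal; Dosing: single-point compound dosing; Measured by: Fluo4 calcium-dye fluorescence, kinetic read; Read-out basis: B score from integrated Fluo4 fluorescence ratio.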
# HIF activator – HIF pathway transcriptional activation | U2OS HRE-luciferase reporter, luminescence; normalized: DMSO 0%, desferrioxamine 100% | 300,000 compounds, 0.32% hits | activation, % at 7.5 µM (by protocol);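 active means mean activation of at least 10% of the iron chelator positive control signal, with at least half of replicates also reaching 10%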
# TRPC4 potent – allosteric potentiators of mouse TRPC4 channel; HEK293 TRPC4beta/mu-opioid, DAMGO EC20, Fluo-4 Ca2+ flux; stronger effect = higher value; 310,000 compounds, 0.42% hits; B-score at 10 µM; Q9QUQ5;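 active means B-score of calcium response area above 5 SD of library B-scores, with initial fluorescence ratio within 5 SD of library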;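 further: B-score of integrated fluorescence ratio over time as area under calcium response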
# TRPC6 inhibitor – blocks the mouse TRPC6 cation channel; 310,000 compounds, 1.1% hits; Q61143; AID 2553; HEK293-TRPC6, membrane potential dye, ACh-evoked depolarization; stronger effect = lower value; B-score at 10 µM;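 active means B-score under library mean minus 3 SD, initial fluorescence not abnormally high, positive integrated signal ratio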;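 further: B-score derived from integrated fluorescence ratio over the kinetic read; more negative B-score means stronger inhibition of depolarization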
# Numbers without * were called inactive; i = inactive; · = not tested or not shown.
SMILES,TRPC4 block,SKKanGAS inh,KLF5 inh,TRPC4 agonist,aSyn 5UTR inh,TRPC6 activator,TRPC6 inhibitor,MrgX1 antagonist,HIF activator,IEC-6 cytotox,TRPC4 potent
O=C(CN=C1NS(=O)(=O)c2ccccc21)OCC(=O)c1cc(F)ccc1F,i,1,-20,i,-34,i,i,i,0.5,-4,i
COc1cccc(CC(NC(C)=O)C(=O)NC2CCN(c3c(Cc4ccccc4)c(C)nc4ncnn34)CC2)c1 (stereo unspecified),i,9,5,i,5,i,i,i,0.0,-4,i
CC(C)C(=O)Nc1cccc(-c2cnc3ccccc3n2)c1,i,-8,-86,i,-115,i,i,i,2.4,1,i
COc1ccc(C)cc1NC(=O)CCCN1C(=O)C(c2ccccc2)Oc2cccnc21 (stereo unspecified),i,5,-1,i,16,i,i,i,-0.7,1,i
COc1ccccc1C(=O)COC(=O)/C(=C/c1ccccc1)NC(C)=O,i,-5,·,i,-15,i,i,i,-1.0,·,i
CC(C)CC(Nc1ncnc2scc(-c3ccccc3)c12)C(=O)O (stereo unspecified),i,9,-5,i,-5,i,i,i,-14,-6,i
CCOC(=O)c1c(NC(=O)C2CC2)sc2c1CC(C)(C)OC2,i,-4,-15,i,17,i,i,i,-0.2,4,i
CC(=O)Nc1ccc(C(=O)OCC(=O)c2cccc([N+](=O)[O-])c2)cc1,i,6,-25,i,17,i,i,i,0.1,-2,i
Cc1nn(CCN)c(C)c1Cl,i,-4,10,i,7,i,i,i,-0.3,-7,i
O=C(c1ccc(C#CC2(O)CCCCC2)cc1)N1CCOCC1,i,-4,4,i,-7,i,i,i,1.0,5,i
CCc1nc(SCC(=O)Nc2ccc(F)cc2)c2c(=O)n(C)c(=O)n(C)c2n1,i,46,-27,i,14,i,i,i,-0.2,-4,i
NS(=O)(=O)c1cc(C(=O)Nc2ccc3c(c2)OCCCO3)ccc1Cl,i,-5,-40,i,-55,i,i,i,2.4,4,i
COC(=O)c1ccc(CN(c2ccc(C)cc2)S(=O)(=O)c2ccc3c(c2)OCCO3)o1,i,2,-11,i,-23,i,i,i,-0.6,2,i
CCn1nc(C)cc1C(=O)N(C)C1CCCN(Cc2ccccc2F)C1 (stereo unspecified),i,48,-20,i,10,i,i,i,-0.1,1,i
N/C(=N\OS(=O)(=O)c1ccc(Br)cc1)c1ccncc1,i,5,-30,i,-8,i,i,i,0.1,-2,i
CCC(C)NC(=O)CNC(=S)N(Cc1ccccc1)Cc1cccnc1 (stereo unspecified),i,0,-5,i,-18,i,i,i,-0.3,-1,i
Cc1ccc(N/C(N)=N/c2nc(C)cc(C)n2)cc1,i,-12,13,i,-4,i,i,i,0.3,6,i
Cc1cc(NC(=O)c2cc(-c3cccs3)on2)nn1Cc1ccc(Cl)cc1,i,13,-18,i,-18,i,i,i,-0.2,-10,i
COC(=O)c1cc(S(=O)(=O)N(C)C2CCCCC2)cn1C,i,-4,-30,i,14,i,i,i,-0.4,3,i
CCc1ccc(Nc2nnc(SC3CCOC3=O)s2)cc1 (stereo unspecified),i,-5,-35,i,-20,i,i,i,0.2,2,i
Cc1ccc2nc(-c3cccnc3SCC(=O)N3c4ccccc4CC3C)[nH]c2c1 (stereo unspecified),i,12,2,i,-80,i,i,i,2.5,0,i
Cc1cc(C)c([N+](=O)[O-])cc1NC(=O)CCSc1ccccc1Cl,i,-5,-19,i,4,i,i,i,-0.2,-5,i
CCC(C)(C#CCN1CCCCC1)OCCC#N (stereo unspecified),i,1,0,i,5,i,i,i,-9.5,2,i
CCN(CC)S(=O)(=O)c1c(Br)cc(C)cc1Br,i,11,-11,i,12,i,i,i,-0.1,-4,i
CC(=O)NCCC(=O)Nc1cc(S(=O)(=O)Nc2ccc(Cl)cc2)ccc1N1CCCC1,i,0,-28,i,0,i,i,i,-1.9,-2,i
CCCCN1C(=O)C(=O)N(CC(=O)c2ccc[nH]2)C1=O,i,-6,·,i,-20,i,i,i,-13,·,i
CN(C(=S)NC(=O)c1ccc(Br)o1)c1ccccc1,i,4,-1,i,-38,i,i,i,0.4,8,i
CC(C)CNC(=O)c1cccc(NC(=O)c2ccc(NC(=O)c3ccco3)cc2)c1,i,6,-37,i,-16,i,i,i,0.1,8,i
COc1ccc2[nH]c(=O)c(CN(C(=O)c3ccccn3)C3CCCCC3)cc2c1,i,1,22,i,-16,i,i,i,-0.3,8,i
COc1ccc(S(=O)(=O)Nc2ccc3c(c2)OCO3)cc1OC,i,1,-2,i,-18,i,i,i,0.5,-1,i
COc1ccc(N(CC(=O)N/N=C/c2cccs2)S(=O)(=O)c2ccccc2)cc1,i,-1,-12,i,-7,i,i,i,0.0,-1,i
CC(C)c1ccc(S(=O)(=O)N2CCC(C(=O)N3CCC3)CC2)cc1,i,-6,·,i,-9,i,i,i,-0.1,·,i
CN(C)S(=O)(=O)c1ccc(Nc2ccc(-c3ccc4c(c3)OCCO4)nn2)cc1,i,6,-33,i,-23,i,i,i,0.6,-3,i
CN=c1scc(C)n1/N=C/c1ccc2c(c1)OCO2,i,11,-103,i,35,i,i,i,0.2,1,i
Cn1c(=O)c2[nH]c(-c3cccnc3)nc2n(C)c1=O,i,-26,-31,i,-27,i,i,i,0.3,-2,i
COc1cccc(C(=O)NCCS(=O)(=O)NCC2CCCO2)c1 (stereo unspecified),i,-1,·,i,-3,i,i,i,0.7,·,i
COCCCNS(=O)(=O)c1ccc(C)cc1,i,-6,-31,i,12,i,i,i,0.2,-3,i
CCn1c(-c2ccccc2)ccc(C#N)c1=O,i,-5,-21,i,-5,i,i,i,-0.2,-9,i
Cc1ccc(N(C)S(=O)(=O)c2cccc(C(=O)NCC(c3cccs3)N3CCOCC3)c2)cc1 (stereo unspecified),i,-4,·,i,10,i,i,i,-0.2,·,i
CC(C)(C)c1nnc(NC(=O)CCS(=O)(=O)Cc2ccccc2)s1,i,-9,-22,i,-21,i,i,i,1.9,-13,i
CCn1c(C)nc2cc(OC)ccc21,i,21,-15,i,-10,i,i,i,-0.2,-10,i
COc1cc(C(c2c(C(=O)O)[nH]c3ccccc23)c2c(C(=O)O)[nH]c3ccccc23)ccc1OCc1ccccc1,i,9,-9,i,7,i,i,i,-3.3,-6,i
Cc1cccc(C)c1NC(=O)C(c1ccccc1)N1CCC1=O (stereo unspecified),i,7,-16,i,2,i,i,i,-0.2,1,i
Cc1ccc(NC(=O)CCN2C(=O)C3CCCCC3C2=O)cc1[N+](=O)[O-] (stereo unspecified),i,-7,·,i,-19,i,i,i,-0.5,·,i
COc1cc(CNc2ncn[nH]2)cc(Br)c1OC,i,-1,3,i,-1,i,i,i,0.3,-9,i
Cc1ccc(C(=O)N2CCC(C(=O)c3ccc(Cl)cc3)CC2)cc1,i,-2,-26,i,7,i,i,i,-0.8,5,i
CCCCCC(=O)c1ccc(O)cc1O,i,-4,-57,i,-28,i,i,i,1.4,-11,i
CNC(=O)C1CC(=O)N(Cc2ccc3c(c2)OCO3)C(=Nc2ccc(OC)cc2)S1 (stereo unspecified),i,-3,19,i,28,i,i,i,·,-2,i
Cc1cc(/C=C(/C#N)c2cccc(F)c2)c(C)n1-c1cccnc1,i,-10,-19,i,-35,i,i,i,0.8,1,i
CC(C)c1cc(C(=O)Nc2cccc(C(F)(F)F)c2)no1,i,1,-45,i,-102,i,i,i,4.0,2,i
O=C(N/C(=C\c1cccnc1)C(=O)N1CCCCC1)c1cccc(Br)c1,i,-4,10,i,-23,i,i,i,-0.5,-4,i
Cc1cc2oc(=O)cc(CN(C)Cc3ccccc3F)c2cc1Cl,i,21,-11,i,-80,i,i,i,-18,8,i
CSc1ccc(CN(C)CC(=O)Nc2cccc(Br)c2)cc1,i,-7,-39,i,26,i,i,i,-0.7,5,i
O=C(N1CCOCC1)N1CCCN(C(=O)N2CCOCC2)CC1,i,3,-9,i,9,i,i,i,-0.3,-1,i
Cc1ccc(CSCC2Nc3ccc(C(=O)N4CCN(c5cccc(C)c5)C(C)C4)cc3NC2=O)cc1 (stereo unspecified),i,8,-17,i,18,i,i,i,0.1,0,i
COc1cc(OC)c(C2=NOC(C(=O)N3CCc4ccccc4C3)C2)cc1Cl (stereo unspecified),i,-6,-46,i,2,i,i,i,-0.4,-3,i
CCC(C)NC(=O)C1CCCN(S(=O)(=O)c2ccc(-n3cnnn3)cc2)C1 (stereo unspecified),i,-2,-17,i,5,i,i,i,-1.2,0,i
CCN(CC(=O)NC1CCS(=O)(=O)C1)S(=O)(=O)c1cc([N+](=O)[O-])ccc1C (stereo unspecified),i,-3,·,i,-4,i,i,i,-0.6,·,i
Cc1nc(SC(C(=O)c2ccccc2)c2ccccc2)n[nH]1 (stereo unspecified),i,-1,-15,i,-41,i,i,i,0.0,-5,i
CCC(=O)N(CC(=O)Nc1sc(C)c(C)c1C(N)=O)C1CCCCC1,i,-8,2,i,7,i,i,i,0.2,10,i

# Continuation:
SMILES,TRPC4 block,SKKanGAS inh,KLF5 inh,TRPC4 agonist,aSyn 5UTR inh,TRPC6 activator,TRPC6 inhibitor,MrgX1 antagonist,HIF activator,IEC-6 cytotox,TRPC4 potent
Fc1cccc(Cl)c1CNc1ccc(N2CCCC2)cc1,i,-7,-15,i,-7,i,i,i,-0.1,2,i
Cc1cc(NC(=O)CC2(CC(=O)O)CCCC2)n(C)n1,i,10,2,i,-3,i,i,i,-0.7,-1,i
CC(C)C(=O)NNc1ccc(C(F)(F)F)cn1,i,-3,-11,i,21,i,i,i,-0.1,-2,i
CCCCOc1cccc(C(=O)O)c1,i,4,-15,i,·,i,i,i,·,-6,i
CC(=O)c1cccc(CN2CCN(Cc3ccc(F)cc3)C(CCO)C2)c1 (stereo unspecified),i,1,-3,i,-7,i,i,i,0.0,-6,i
O=C(c1ccccc1F)N(Cc1nc2ccccc2c(=O)[nH]1)C1CCCC1,i,3,-6,i,11,i,i,i,-0.3,10,i
